Source: PubChem BioAssay
TROY signal inh: TROY signaling inhibition. Q293 LMP1-TROYcd NF-kB luciferase reporter, 4 h. inhibition, % at 10 µM. actives 0.98% (n = 360,000). AID 1347056;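 active = compounds whose plate-normalised and pattern-corrected inhibition of the luciferase reporter signal at the single screening dose is 50% or more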
TRAIL sens C8: sensitizes caspase-8 expressing cells to TRAIL | NB7+C8 cells + TRAIL, ATPlite viability luminescence | inhibition (viability loss, TRAIL sensitization), % at 10 µM | actives 1% (n = 360,000) | AID 624354;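 active = compounds causing at least 50% loss of cell viability in the single-dose screen, relative to plate controls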
Shn3 3UTR inh: reduces Shn3 3'UTR luciferase signal in osteoblasts; Clone20 osteoblast Shn3 3'UTR firefly luciferase, 24 h; inhibition, % at 12.5 µM; actives 0.52% (n = 360,000); AID 588674;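 active = mean inhibition of at least 75% with every replicate also reaching 75%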;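 note: 0% = median of neutral control wells and 100% = pilot-screen positive control compound; some compounds past the cut are filed as inactive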
KKLEB tox: reduces viability of KKLEB cystic fibrosis airway cells | KKLEB CF airway cells viability, ATPlite luminescence, overnight; stronger effect = lower value; cells stimulated with P. aeruginosa culture filtrate | activity change (cytotoxicity), % at 5 µM | actives 0.36% (n = 360,000) | AID 602141;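 active = corrected activity change at or below -50% at 5 µM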
CF NFkB block: blocks PAF-induced NF-kB reporter in cystic fibrosis cells | KKLEB NF-kB-GFP reporter, GFP fluorescence overnight | inhibition, % at 5 µM | actives 0.86% (n = 360,000);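 active = at least 50% inhibition at 5 µM, scaled per plate between neutral and stimulator controls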;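 note: PAF is a Pseudomonas aeruginosa culture filtrate used as stimulus; plate controls were PAF-stimulated DMSO wells for no effect and unstimulated DMSO wells for full effect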
NR2F2 inh: NR2F2 (human) inhibition, primary screen | HEK293T NGFI-A luciferase reporter, luminescence | inhibition, % at 8.6 µM | actives 0.7% (n = 370,000) | AID 686940;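 active = inhibition above a per-plate cutoff, mean inhibition of test wells between control levels plus 3 SD, cut at about 38% in these data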;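 note: cells cotransfected with COUP-TFII expression vector driving the NGFI-A reporter; 0% = median of COUP-TF2 test wells and 100% = reporter-only cells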
LRH-1 inv ag: NR5A2 inverse agonism in reporter assay; HEK293T StAR-luciferase reporter, LRH-1 transfected, 24 h; O00482; inhibition, % at 3.6 µM; actives 0.13% (n = 360,000); AID 602396;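 active = inhibition above the mean inhibition of all tested compounds plus 3 SD, cut at about 73% in these data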;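 note: 0% = DMSO wells and 100% = reporter-only cells lacking LRH-1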
EBV LMP1 NFkB: reduces LMP1-driven NF-kappaB luciferase signal | inhibition, % at 12.5 µM | actives 0.69% (n = 350,000) | LMP1-induced NF-kappaB luciferase reporter cells, luminescence; in the data active = inhibition above about 41%;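 note: 0% = neutral control wells and 100% = reference inhibitor control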
SRC3 inh: human NCOA3 inhibition; inhibition, % at 3.6 µM; HEK293 GAL4-SRC3 luciferase reporter, luminescence; actives 0.17% (n = 360,000); Q9Y6Q9; AID 588352;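 active = inhibition above a per-campaign cutoff, the mean of all compounds plus 3 SD, cut at about 60% in these data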;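 note: 0% = DMSO-treated cells and 100% = gossypol-treated cells at 36 µM; higher means less SRC3-driven luciferase light from the GAL4 reporter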
Target sequence (Q9Y6Q9 whole entry, looked up, the tested form may be a part): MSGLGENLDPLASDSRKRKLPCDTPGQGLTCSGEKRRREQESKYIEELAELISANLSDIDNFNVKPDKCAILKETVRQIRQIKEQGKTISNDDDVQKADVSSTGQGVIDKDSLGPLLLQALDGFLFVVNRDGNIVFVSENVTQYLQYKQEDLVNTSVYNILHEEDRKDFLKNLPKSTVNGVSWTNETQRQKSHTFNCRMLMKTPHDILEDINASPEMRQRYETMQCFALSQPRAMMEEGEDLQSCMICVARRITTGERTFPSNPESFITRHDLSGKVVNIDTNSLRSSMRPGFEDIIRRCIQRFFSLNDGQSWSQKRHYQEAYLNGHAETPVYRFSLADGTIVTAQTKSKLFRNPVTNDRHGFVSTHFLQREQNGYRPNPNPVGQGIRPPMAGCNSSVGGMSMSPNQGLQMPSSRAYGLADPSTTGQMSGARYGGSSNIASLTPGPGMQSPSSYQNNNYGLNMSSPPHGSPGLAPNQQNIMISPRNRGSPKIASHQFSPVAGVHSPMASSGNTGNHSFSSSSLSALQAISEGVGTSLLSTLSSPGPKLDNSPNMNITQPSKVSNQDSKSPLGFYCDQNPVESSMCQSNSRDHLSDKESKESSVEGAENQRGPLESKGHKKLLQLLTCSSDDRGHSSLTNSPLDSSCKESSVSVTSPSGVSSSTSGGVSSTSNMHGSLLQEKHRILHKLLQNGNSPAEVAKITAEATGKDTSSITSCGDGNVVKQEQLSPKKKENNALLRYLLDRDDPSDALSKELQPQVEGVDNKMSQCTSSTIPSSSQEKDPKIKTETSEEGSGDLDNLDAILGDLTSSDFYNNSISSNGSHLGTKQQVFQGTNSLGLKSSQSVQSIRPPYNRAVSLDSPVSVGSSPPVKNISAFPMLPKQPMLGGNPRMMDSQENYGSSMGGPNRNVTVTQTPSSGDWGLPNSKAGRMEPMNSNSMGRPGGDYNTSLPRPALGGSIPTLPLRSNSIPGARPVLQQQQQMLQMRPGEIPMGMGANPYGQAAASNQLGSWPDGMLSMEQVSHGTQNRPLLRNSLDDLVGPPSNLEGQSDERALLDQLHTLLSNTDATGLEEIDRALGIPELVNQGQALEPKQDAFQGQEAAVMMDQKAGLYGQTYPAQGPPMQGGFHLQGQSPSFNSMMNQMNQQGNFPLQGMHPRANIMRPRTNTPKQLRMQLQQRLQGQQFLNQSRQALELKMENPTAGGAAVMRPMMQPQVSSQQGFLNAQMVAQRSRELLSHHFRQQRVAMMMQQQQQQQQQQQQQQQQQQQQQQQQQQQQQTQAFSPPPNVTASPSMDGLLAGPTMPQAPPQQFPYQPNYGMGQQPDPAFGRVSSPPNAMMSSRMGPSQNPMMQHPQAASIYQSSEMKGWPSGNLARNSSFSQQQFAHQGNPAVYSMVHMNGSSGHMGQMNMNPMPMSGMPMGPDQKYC
TWEAK-Fn14 inh: inhibitors of TWEAK-Fn14 interaction signaling. actives 2% (n = 360,000). TWEAK-stimulated Fn14 reporter cells, luciferase luminescence, 8 h. inhibition, % at 10 µM; in the data active = inhibition above about 50%
NCOA1 inh: human NCOA1 inhibition | Q15788 | HEK293 GAL4-SRC1 luciferase reporter, luminescence | inhibition, % at 3.6 µM | actives 0.12% (n = 360,000) | AID 588354;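 active = inhibition above the campaign mean plus 3 SD, with each screening campaign given its own cutoff, cut at about 60% in these data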;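 note: 0% = DMSO treated cells and 100% = gossypol at 36 µM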
Active calls of the source: *; x = no result given.

SMILES | TROY signal inh | TRAIL sens C8 | Shn3 3UTR inh | KKLEB tox | CF NFkB block | NR2F2 inh | LRH-1 inv ag | EBV LMP1 NFkB | SRC3 inh | TWEAK-Fn14 inh | NCOA1 inh
COc1ccc(S(=O)(=O)Nc2cc(C)ccn2)cc1 | 1 | -12 | -6 | 4 | -8 | 12 | -16 | 4 | -11 | -2 | -2
Nn1c(SCC(=O)Nc2nccs2)nnc1-c1cccnc1 | 7 | -4 | 5 | 4 | -2 | 6 | -4 | -3 | -9 | 1 | 13
COC(=O)C1=C(C)N=C2SC(C#N)=C(N)N2C1c1cc(OC)c(OC)c(OC)c1 (stereo not given) | 11 | 2 | 2 | -6 | 0 | -5 | 0 | 1 | 2 | 1 | 2
CN(C)c1ccc(C=Nc2ccc(N(C)C)cc2)cc1 | -35 | -1 | 12 | 1 | -3 | 4 | -53 | -20 | -4 | -2 | -20
CC(C)NC(=O)NC(=O)COC(=O)c1cccc(S(=O)(=O)N2CCCCC2)c1 | 13 | -6 | -15 | -2 | 4 | -16 | 8 | -3 | 10 | -3 | -17
CCC1(CC)NC(=O)N(CC(=O)OCC(=O)Nc2ncc(Cl)cc2Cl)C1=O | -8 | -19 | 1 | 6 | 4 | 8 | -10 | -2 | -16 | 2 | -3
CCC1CCCCN1CCCNC(=O)Cn1cnc2sc(C)c(S(=O)(=O)N3CCC(C)CC3)c2c1=O (stereo not given) | 1 | -8 | 3 | 0 | -4 | 1 | -12 | 3 | -6 | 15 | 7
OCCC1CN(Cc2cccn2-c2nccs2)CCN1CCc1ccccc1 (stereo not given) | -20 | 10 | 20 | -4 | -2 | -9 | 20 | 4 | 20 | 1 | -13
CC(C(=O)Nc1ccc(F)cc1Cl)N1CCN(S(=O)(=O)c2cccs2)CC1 (stereo not given) | 8 | -2 | 19 | -10 | 35 | 7 | 9 | -5 | 12 | -8 | 9
CC(=O)n1nc(-c2ccc(C)cc2)nc1NCc1ccc(F)cc1 | -39 | -2 | -18 | 1 | -11 | -7 | -8 | -8 | -31 | -29 | -42
CC1CCc2c(C(=O)Nc3nccs3)csc2C1 (stereo not given) | -35 | -1 | 5 | 6 | 8 | -17 | -79 | -22 | -62 | -20 | -35
Cc1ccc(C)c(NC(=O)CSc2nnc(-c3ccccc3C)o2)c1 | -4 | 9 | -11 | 11 | 6 | -9 | 5 | -2 | 8 | -7 | -27
CCNC(=O)COc1cccc2ccccc12 | -15 | 0 | 4 | 14 | -17 | 6 | 6 | -3 | -5 | -10 | -9
COc1cccc2c1OC1(C)CC2NC(=O)N1Cc1ccccc1 (stereo not given) | -4 | -3 | -2 | -9 | 0 | 5 | 3 | -3 | 10 | 0 | 2
C=CCn1c(CSc2ccccc2[N+](=O)[O-])n[nH]c1=S | 19 | -11 | -18 | 9 | 3 | 16 | -3 | -4 | 0 | 17 | -19
COc1ccc([C@H](C)NC[C@H](O)c2ccc(O)c(NC=O)c2)cc1 | -9 | -4 | 5 | 4 | 31 | x | 19 | -7 | -60 | -20 | -43
Cc1ccc(S(=O)(=O)N(CC(=O)N/N=C/c2cccc3c2OCCO3)c2ccccc2F)cc1 | 20 | -5 | 15 | 10 | 4 | 26 | -4 | 8 | -2 | 18 | -9
COC(=O)COc1ccc(C)cc1-n1nc2ccccc2n1 | 11 | -21 | -16 | 8 | -23 | -12 | 7 | 1 | 21 | -11 | 10
COCCCC1CCN(C(=O)C2CCC(=O)N(Cc3cccc(F)c3)C2)CC1 (stereo not given) | -9 | 13 | -10 | 6 | -8 | 7 | 5 | 1 | -1 | -17 | 8
CCOc1ccc(NC(=O)CSc2nccn2C)cc1 | -26 | 3 | -77 | -7 | 0 | -26 | -60 | 1 | -7 | 5 | -37
Cc1cc(C)c(NC(=O)c2ccc(S(=O)(=O)N3CCOCC3)cc2)c(C)c1 | -11 | 9 | -10 | 7 | 3 | -3 | -7 | -29 | 7 | 20 | 2
CCOC(=O)c1cccc(NC(=O)CN(c2ccc(OC)cc2)S(=O)(=O)c2c(C)noc2C)c1 | 1 | -4 | -45 | -17 | -9 | 4 | -10 | 0 | 0 | 29 | -6
Cc1ccc(C(=O)OCC(=O)NCc2cccs2)c(C)c1 | -39 | 2 | -22 | 3 | -8 | -20 | -33 | -7 | -25 | -14 | -16
NS(=O)(=O)c1ccc(N=Nc2ccc(=O)[nH]c2O)cc1 | 4 | -1 | 11 | 7 | -20 | 6 | -1 | 7 | -12 | 9 | 8
Cc1nc2ccccc2n1CC(O)c1ccccc1 (stereo not given) | -6 | 7 | -3 | 3 | 9 | 21 | 20 | -1 | -14 | 15 | 0
COc1ccccc1CNC(=O)COC(=O)c1c(C)nn(-c2ccccc2)c1Cl | -6 | 14 | 2 | 1 | 11 | 11 | 2 | -1 | 2 | -17 | -3
Cc1cc(C)cc(NC(=O)COC(=O)COc2cccc3c2OC(C)(C)C3)c1 | -4 | -5 | -5 | 13 | -17 | 10 | -6 | -8 | 1 | -14 | 11
Cc1cccc(-n2c(SCC(=O)c3c(N)n(C4CC4)c(=O)[nH]c3=O)nnc2N2CCOCC2)c1 | 21 | 6 | 3 | -5 | 18 | 11 | -6 | -2 | 15 | 14 | 2
Cc1ccc(S(=O)(=O)CC(=O)Nc2nnc(C(C)(C)C)s2)cc1 | 8 | -4 | -15 | -5 | 0 | -3 | 1 | 4 | 5 | -5 | -33
Cn1c(=O)c2c(nc(N3CCOCC3)n2CCSc2ncccn2)n(C)c1=O | 10 | 1 | -11 | -8 | 4 | -7 | -18 | 2 | -3 | 1 | -6
Cc1ccc(/C=C/C(=O)N2CCN(c3ccc(F)cc3)CC2)o1 | 2 | -11 | -2 | -1 | 16 | 11 | -21 | -1 | 13 | 9 | 17
COc1ccc(C2CC3(CC(C)(C)NC(=O)N3)Oc3cc(O)ccc32)cc1 (stereo not given) | -22 | -10 | -5 | 18 | 2 | -7 | 5 | 4 | 4 | -2 | 6
O=C(O)CSc1nnc(-c2ccccc2)o1 | 6 | 13 | -13 | 4 | 0 | 4 | -8 | 6 | 19 | 10 | 8
COc1ccc(NC(=O)C2CCCN(S(=O)(=O)c3ccc(C)cc3)C2)cc1OC (stereo not given) | 2 | -10 | 2 | 13 | 5 | -10 | -11 | 2 | 20 | 7 | 2
Cc1c(Br)cccc1NC(=O)C1(C)CCN1C(C)C (stereo not given) | -9 | 1 | -10 | 16 | -21 | 7 | -20 | x | -5 | 18 | 15
CCOC(=O)c1c(C)[nH]c(C)c1C(=O)COC(=O)c1cc(OC)cc(OC)c1 | 2 | 2 | -1 | -11 | 32 | -8 | 2 | 16 | 18 | 1 | -5
Cc1cccc(OCCNC(=O)c2cccc(Oc3ccc(C(F)(F)F)cc3[N+](=O)[O-])c2)c1 | 32 | 11 | 22 | 5 | -18 | 4 | -2 | -12 | 5 | 19 | 9
Nc1[nH]c(C(=O)c2ccccc2)c(-c2ccccc2Br)c1C(=O)c1ccccc1 | -1 | -18 | x | x | x | -2 | 20 | x | x | 26 | x
Cc1c2cc[n+](CCN3CCCCC3)cc2c(C)c2c1[nH]c1ccc(O)cc12 | -12 | -7 | 14 | 14 | -74 | x | 13 | -2 | -4 | -21 | -7
COc1ccc(CC(=O)Nc2ccc(/C(C)=N/NC(=O)c3ccc(OC)cc3OC)cc2)cc1 | -7 | 6 | -29 | 10 | -2 | 0 | -21 | 1 | -9 | -25 | -59
O=C(c1[nH]c(C(F)(F)F)nc1-c1ccccc1)N1CCC2(CC1)C(=O)NCN2c1ccccc1 | -13 | -8 | -2 | -6 | -20 | -8 | 3 | x | 14 | 2 | -2
CN1C(=O)c2ccc(NC(=O)c3c(F)c(F)c(F)c(F)c3F)cc2C1=O | 17 | 24 | 9 | 0 | -8 | 4 | -2 | 1 | 6 | 15 | -6
CC1CN(/C(=N\S(=O)(=O)c2ccccc2)c2ccccc2)CC(C)O1 (stereo not given) | -19 | 16 | 0 | -3 | -17 | 12 | 1 | -4 | 10 | -5 | -3
COc1ccc(C)cc1N(C(=O)c1ccco1)C(C(=O)NC1CCCC1)c1cc(OC)c(OC)c(OC)c1 (stereo not given) | 2 | 9 | 16 | 2 | 6 | 7 | 3 | 10 | 5 | -14 | 17
Cc1cc(C(=O)N/N=C/c2cccnc2)c2ccccc2n1 | -12 | 8 | 8 | -20 | 6 | -2 | 30 | 3 | 7 | 27 | 1
CSc1nc2ccccc2n1C(=O)NC1CCCCC1 | -10 | -12 | -16 | 9 | -12 | -14 | -16 | 1 | -8 | -18 | -4
CCC(C)NC(=O)C1c2ccccc2C(=O)N(c2ccc(OC)cc2)C1c1ccc(OC)cc1 (stereo not given) | -6 | -24 | -6 | -13 | 11 | 9 | 3 | -22 | -1 | -1 | -4
CCC(=O)Nc1cccc(NC(=S)NC(=O)c2ccc(Cl)cc2Cl)c1 | -26 | 10 | -31 | 3 | -13 | -27 | -53 | -16 | -21 | -1 | -40

One compound at a time, as listed above. Order of values: TROY signal inh	TRAIL sens C8	Shn3 3UTR inh	KKLEB tox	CF NFkB block	NR2F2 inh	LRH-1 inv ag	EBV LMP1 NFkB	SRC3 inh	TWEAK-Fn14 inh	NCOA1 inh
Record of CN1C(=O)c2ccc(NC(=O)c3c(F)c(F)c(F)c(F)c3F)cc2C1=O = 17	24	9	0	-8	4	-2	1	6	15	-6
Record of Cc1ccc(C(=O)OCC(=O)NCc2cccs2)c(C)c1 = -39	2	-22	3	-8	-20	-33	-7	-25	-14	-16

Further structures:
SMILES | TROY signal inh | TRAIL sens C8 | Shn3 3UTR inh | KKLEB tox | CF NFkB block | NR2F2 inh | LRH-1 inv ag | EBV LMP1 NFkB | SRC3 inh | TWEAK-Fn14 inh | NCOA1 inh
COc1ccccc1N1C(=O)c2cccc3c(C(=O)O)ccc(c23)C1=O | -3 | 0 | 0 | 1 | -7 | -7 | -20 | 3 | 6 | 8 | -6
CCC(Oc1ccccc1)C(=O)N(C)CC(=O)N(CC(C)C)c1c(N)n(CC(C)C)c(=O)[nH]c1=O (stereo not given) | -4 | 2 | -15 | 2 | -27 | -14 | 23 | 3 | 15 | -8 | 7
O=C(CCN(CCO)Cc1ccccc1)Nc1ccc(Br)cc1 | -1 | 0 | 7 | 10 | -8 | -2 | 7 | -44 | 4 | 2 | -6
O=C(CC1CCS(=O)(=O)C1)NC1CCCCC1 (stereo not given) | -2 | -9 | 16 | 4 | 2 | -9 | -10 | 12 | -6 | -11 | -13
CCOc1ccccc1NC(=O)Cn1nnc(C(=O)Nc2ccccc2Cl)c1N | 14 | 1 | -3 | -1 | -10 | 4 | 9 | -3 | -6 | -1 | -20
O=c1cc(CSc2nnc(NC3CCCCC3)s2)nc2sccn12 | -22 | -10 | -12 | 2 | 1 | 17 | 1 | -17 | -9 | 4 | 0
CN1/C(=C\C(=O)C[n+]2ccc3ccccc3c2)C(C)(C)c2ccccc21 | 22 | 29 | 0 | -24 | 25 | 79* | 61 | 19 | 51 | 48 | 16
CCOC(=O)N/N=C(C)/C=C/c1ccco1 | 9 | -5 | -14 | 3 | 7 | 7 | -40 | -1 | 1 | 2 | -48
CCn1c(CNc2nc(-c3ccccc3)cs2)nnc1SCC(=O)NCc1ccco1 | 5 | 1 | -22 | 3 | -4 | 10 | -33 | 0 | -12 | -3 | 1

A portion of the library; rates above refer to the full screens.
